CHRM5 agonist = human M5 muscarinic receptor agonists, primary screen, CHO-K1 cells, Fluo-8 calcium fluorescence; Muscarinic acetylcholine receptor M5 (Homo sapiens), P08912; activation, % at 3 µM; CHO-K1 hM5 cells; 0% DMSO wells, 100% maximal acetylcholine response; 0.19% of 360,000 active;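 active means activation above the run's mean over test compounds plus 3 SD, cut at about 23% in these data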;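 further: signal is peak over basal fluorescence ratio across the kinetic read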
Target sequence (P08912 whole entry, looked up): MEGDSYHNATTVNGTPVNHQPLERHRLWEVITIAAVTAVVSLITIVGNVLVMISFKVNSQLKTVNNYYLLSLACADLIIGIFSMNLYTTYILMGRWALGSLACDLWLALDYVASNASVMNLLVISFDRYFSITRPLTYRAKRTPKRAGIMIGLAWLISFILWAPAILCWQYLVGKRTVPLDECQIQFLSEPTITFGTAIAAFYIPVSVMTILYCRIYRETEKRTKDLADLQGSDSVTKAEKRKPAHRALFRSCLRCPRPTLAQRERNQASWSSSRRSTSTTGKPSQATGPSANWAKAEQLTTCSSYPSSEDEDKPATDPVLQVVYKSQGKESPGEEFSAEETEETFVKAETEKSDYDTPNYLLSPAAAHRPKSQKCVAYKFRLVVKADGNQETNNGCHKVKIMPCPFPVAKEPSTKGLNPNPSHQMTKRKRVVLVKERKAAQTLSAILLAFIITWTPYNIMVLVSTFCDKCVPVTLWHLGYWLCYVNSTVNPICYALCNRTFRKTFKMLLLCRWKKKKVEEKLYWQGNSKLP
M1 PAM parental = nonselective calcium activators in parental CHO-K1 cells, primary screen, counter-screen for M1 PAM project, cell-based, Fluo-8 calcium fluorescence, full deck, 1536-well | ATP EC20; 0% at ATP EC20, 100% at ATP max | activation, % at 3 µM | 0.02% of 360,000 active | AID 602247, 2012;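 active means activation above the run cutoff, the mean activation of all test compounds plus 3 SD, cut at about 40% in these data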;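 further: peak over basal fluorescence ratio in a 140 s read after ATP addition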
CHO-K1 Ca ag = counter-screen for M1 agonists: effect in parental CHO-K1 cells; Fluo-8 calcium fluorescence; scaled to maximal ATP response, vehicle zero; activation, % at 3 µM; 0.48% of 360,000 active; in the data active means activation above about 15%;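 further: untransfected CHO-K1 host cells lacking M1 receptor as counterscreen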
M4 PAM = human M4 muscarinic receptor positive allosteric modulators, primary screen, CHO-K1 cells, Fluo-8 calcium fluorescence; Muscarinic acetylcholine receptor M4 (Homo sapiens), P08173; CHO-K1 hM4/Gqi5, ACh EC20; 0% = ACh EC20, 100% = maximal ACh; activation, % at 3 µM; 0.4% of 360,000 active;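 active means activation above its plate's cutoff, the mean activation of sample wells plus 3 SD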; further: some results filed as inactive read as strong as hits
Target sequence (P08173 whole entry, looked up): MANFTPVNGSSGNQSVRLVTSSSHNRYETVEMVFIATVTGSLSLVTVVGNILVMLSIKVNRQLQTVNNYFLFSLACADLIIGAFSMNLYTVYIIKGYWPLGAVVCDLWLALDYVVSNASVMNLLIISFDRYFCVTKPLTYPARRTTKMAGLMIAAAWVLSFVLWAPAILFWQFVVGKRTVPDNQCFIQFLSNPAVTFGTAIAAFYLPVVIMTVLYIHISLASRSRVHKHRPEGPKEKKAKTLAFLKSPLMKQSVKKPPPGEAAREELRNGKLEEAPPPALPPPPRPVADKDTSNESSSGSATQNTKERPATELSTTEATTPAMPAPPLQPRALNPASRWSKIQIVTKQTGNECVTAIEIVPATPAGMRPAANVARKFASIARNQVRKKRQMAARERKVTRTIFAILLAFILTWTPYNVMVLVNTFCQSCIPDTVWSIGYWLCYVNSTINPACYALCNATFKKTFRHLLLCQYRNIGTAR
M5 PAM = human M5 muscarinic receptor positive allosteric modulators, primary screen, CHO-K1 cells, Fluo-8 calcium fluorescence; Muscarinic acetylcholine receptor M5 (Homo sapiens), P08912; CHO-K1 hM5, ACh EC20 PAM; 0% = ACh EC20, 100% = ACh EC100; activation, % at 3 µM; 0.3% of 360,000 active;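 active means activation above the run cutoff, the mean activation of all test compounds plus 3 SD, cut at about 18% in these data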
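Assay system: CHO-K1 hM5 cells / Incubation: Fluo-8 loading 80 min at 37 °C plus 30 min room temperature / Technique: Fluo-8 calcium dye fluorescence, kinetic read / Repeats: single replicate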
CHRM4 agonist = human M4 muscarinic receptor agonists, primary screen, CHO-K1 cells, Fluo-8 calcium fluorescence | CHO-K1 hM4/Gqi5; vehicle 0%, full acetylcholine response 100% | Muscarinic acetylcholine receptor M4 (Homo sapiens), P08173 | 0.14% of 360,000 active | AID 624127, 2012 | activation, % at 3 µM;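 active means activation above the run mean over all test wells plus 3 SD, cut at about 32% in these data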;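 further: peak over basal fluorescence ratio per well then scaled between controls; 0% = DMSO wells and 100% = acetylcholine at EC100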
M4 antag = human M4 muscarinic receptor antagonists, primary screen, CHO cells, Fluo-8 calcium fluorescence; Muscarinic acetylcholine receptor M4 (Homo sapiens), P08173; CHO-hM4 cells, ACh EC80; inhibition, % at 3 µM; 0.73% of 360,000 active;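 active means inhibition above its plate's cutoff, the mean inhibition of sample wells plus 3 SD, cut at about 27% in these data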;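 further: 0% = acetylcholine EC80 with DMSO and 100% = DMSO without agonist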
M5 antag = human M5 muscarinic receptor antagonists, primary screen, CHO cells, Fluo-8 calcium fluorescence; AID 624040, 2012; CHO-hM5 cells, ACh EC80; Muscarinic acetylcholine receptor M5 (Homo sapiens), P08912; 0.59% of 360,000 active; inhibition, % at 3 µM;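 active means inhibition above a per-plate cutoff, the mean of that plate's test compounds plus 3 SD, cut at about 27% in these data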;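 further: 0% = acetylcholine EC80 with DMSO and 100% = DMSO without agonist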
CHO-K1 Ca antag = M1 antagonist counterscreen hit in parental CHO-K1 cells; ATP-induced calcium, Fluo-8 fluorescence; inhibition, % at 3 µM; 0.6% of 360,000 active;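 active means inhibition above a per-plate cutoff, the plate's mean sample inhibition plus 3 SD, cut at about 24% in these data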;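 further: 0% = DMSO plus EC80 ATP and 100% = DMSO alone without ATP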
* = called active by the depositor.

compound	CHRM5 agonist	M1 PAM parental	CHO-K1 Ca ag	M4 PAM	M5 PAM	CHRM4 agonist	M4 antag	M5 antag	CHO-K1 Ca antag
CSC1=N/C(=C\c2ccc(C)s2)C(=O)S1	-6	19	0.1	21	-4	-1	-8	-2	-9
COC(=O)C(NS(=O)(=O)c1cccc(S(=O)(=O)NC(C(=O)OC)c2ccccc2)c1)c1ccccc1 (stereo unspecified)	1	0	0.1	4	1	2	-1	7	-13
CS(=O)(=O)c1ccc2nc(NC(=O)c3ccc(NS(=O)(=O)c4cccc([N+](=O)[O-])c4)cc3)sc2c1	-3	7	0.0	18	-12	1	-7	4	-12
CCOC(=O)c1c(NC(=O)Cn2nnc(-c3ccc(Cl)cc3)n2)sc(C)c1C	-1	17	0.5	7	-4	1	-4	2	-8
CN(C)Cc1c(C(=O)N/N=C/c2ccncc2)nnn1-c1nonc1N	-2	-1	-0.5	3	0	1	-6	4	2
CCN(CC(=O)Nc1c(F)cccc1F)C(=O)CCSc1ccc(C)cc1	0	-1	1.9	11	0	3	-3	3	-9
Oc1ccc(/C=N/Nc2nc(-c3cccnc3)nc3ccccc23)c(O)c1	4	12	5.5	-12	-5	8	5	7	-5
CC1(C)O[C@@H]2[C@H](O1)[C@@H](CO)O[C@H]2n1cnc2c(N)ncnc21	2	1	0.8	3	-3	1	13	5	-10
Cc1occc1C(=O)Nc1nnc(-c2ccncc2)s1	2	-4	1.1	-9	-4	3	15	3	2
COCCCNC(=O)CCC(=O)NNc1nc2ccccc2c2nc(C)nn12	-2	10	-0.3	7	0	1	-2	-8	-2
CCNS(=O)(=O)c1ccc(NC(=O)Cn2nc(C(F)(F)F)cc2C)cc1	-1	5	1.6	-5	-6	3	12	6	3
Cc1ccc(Nc2nnc(C)c(=O)[nH]2)cc1	-4	14	-0.2	2	-7	2	-3	-5	-2
COc1ccccc1CCNS(=O)(=O)c1cc2c3c(c1)C(C)C(=O)N3CCC2 (stereo unspecified)	1	11	7.2	-9	-12	17	14	13	1
Cc1cc(C(=O)NC2CCCc3ccccc32)ccc1[N+](=O)[O-] (stereo unspecified)	-5	-8	0.7	-2	-8	6	-5	18	6
CC(C)C(OC(=O)C1CCCO1)C(=O)NC1CCCC1 (stereo unspecified)	-1	11	0.1	9	7	1	9	-1	-14
O=C(C1CCN(C2CCN(Cc3ccc4cc(F)ccc4n3)CC2)CC1)N1CCCC1	-4	13	-0.2	6	0	1	-4	-8	-10
CCOC(=O)Nc1nnc(-c2ccc(OC)c(OC)c2)s1	1	14	0.0	3	-3	0	4	4	-2
Cc1ccccc1-c1csc(C(C)(O)c2ccc(F)c(F)c2)n1 (stereo unspecified)	-2	-15	0.2	0	-4	-1	-4	-4	-4
Cc1ccc(C)c(OCC(=O)Nc2ccc(S(=O)(=O)Nc3ncccn3)cc2)c1	1	3	1.9	2	5	3	-4	-7	-7
Cn1cc(SCC(N)=O)c2ccccc21	0	8	0.2	4	1	1	-13	0	-1
Cc1ccc(C)c(Cn2c(=O)n(C)c(=O)c3sccc32)c1	2	-4	0.3	-1	2	1	6	6	-7
CCOC(=O)CC(NC(=O)Cc1ccccc1)c1ccccc1Cl (stereo unspecified)	-1	27	1.3	5	-2	0	3	-1	-16
CCc1cccc(NC(=O)C2CCN(c3ncnc4sc(C)c(C)c34)CC2)c1	-3	-4	2.5	20	-36	10	12	9	2
COc1ccc2c3c(cccc13)C(=O)N(O)C2=O	4	-9	-0.8	15	11	-2	-7	1	8
O=C(NC(=S)NCC1CCCO1)c1ccc(Cl)cc1Cl (stereo unspecified)	-2	20	15*	11	-4	1	-6	-4	-4
Cc1ccnc2nc(C(=O)Nc3ccc(N4CCOCC4)cc3)nn12	0	18	0.4	5	-5	1	-1	-2	-13
COc1ccc2c(c1)CCC(C)N2C(=O)C(=O)c1c[nH]c2ccccc12 (stereo unspecified)	3	-9	1.0	2	-11	6	10	10	-2
C=CCN(C)NC(=O)Nc1ccccc1	0	8	0.5	-1	4	1	2	-18	-1
Cc1nnc(SCc2ccc(Cl)cc2)n1CC1CCCO1 (stereo unspecified)	-5	-6	0.9	3	8	3	5	5	9
COc1nc(N(C)C)nc(N(C#N)CCOC(C)=O)n1	2	12	0.3	-1	-4	0	-3	7	-10

Complete entries from above.
`CN(C)Cc1c(C(=O)N/N=C/c2ccncc2)nnn1-c1nonc1N` reads CHRM5 agonist = -2; M1 PAM parental = -1; CHO-K1 Ca ag = -0.5; M4 PAM = 3; M5 PAM = 0; CHRM4 agonist = 1; M4 antag = -6; M5 antag = 4; CHO-K1 Ca antag = 2
`CCc1cccc(NC(=O)C2CCN(c3ncnc4sc(C)c(C)c34)CC2)c1` reads CHRM5 agonist = -3; M1 PAM parental = -4; CHO-K1 Ca ag = 2.5; M4 PAM = 20; M5 PAM = -36; CHRM4 agonist = 10; M4 antag = 12; M5 antag = 9; CHO-K1 Ca antag = 2

(listing goes on)
compound	CHRM5 agonist	M1 PAM parental	CHO-K1 Ca ag	M4 PAM	M5 PAM	CHRM4 agonist	M4 antag	M5 antag	CHO-K1 Ca antag
O=C(O)CNC(=S)N(Cc1ccccc1)Cc1cccnc1	-2	13	0.6	1	2	2	-6	-5	-8
CC1(C)CC2CC(C)(CN2C(=O)COc2cccc3ccccc23)C1 (stereo unspecified)	1	-5	-0.4	-6	13	0	-2	-9	12
CC(=O)c1c(OC(=O)c2ccccc2Br)ccc2c(C)cc(=O)oc12	-2	-10	0.9	2	4	1	2	2	4
CN1CCC(=C(c2ccccc2)c2ccc(Br)cc2)CC1	-15	23	22*	-47	-34	12	12	30*	-6
COc1ccc(S(=O)(=O)N(C)CC(=O)Nc2ccc3c(c2)OCCO3)cc1	-1	17	0.3	5	2	2	-2	2	5
Clc1nc2c(ccc3ccccc32)[nH]1	0	11	1.7	-3	2	2	4	3	-11
COc1ccccc1OCC(=O)NCC(C)NC(=O)COc1ccccc1OC (stereo unspecified)	-1	20	1.6	10	4	2	-10	5	2
COc1cc(NC(=O)CC(C)S(=O)(=O)c2cc3c(cc2C)NC(=O)CO3)cc(OC)c1OC (stereo unspecified)	-1	-5	-0.5	-8	2	1	-3	1	-6
O=C(CCN1CCN(c2ccccc2)CC1)N/N=C/c1ccc([N+](=O)[O-])o1	-2	19	2.0	1	3	2	0	1	-18
CS(=O)(=O)N(CC(=O)N1CCCC1)Cc1ccccc1	-5	18	0.8	8	6	2	-4	1	-15
CCc1ccc2nc(NC(=O)CN3C(=O)NC4(CCCC4)C3=O)sc2c1	5	-16	-0.1	18	7	1	-3	-5	-10
COc1ccccc1N(Cc1ccccc1)S(=O)(=O)c1cccc(C(=O)Nc2cccc(C)n2)c1	-3	-1	1.7	-6	-2	5	7	4	-1
O=C(NCc1ccccc1)C1Cc2c(-c3ccc4c(c3)OCO4)ccnc2O1 (stereo unspecified)	-2	12	1.4	11	6	3	-14	-12	-10
CCCc1n(CC(O)COCC2CC=CCC2)c2ccccc2[n+]1C (stereo unspecified)	-8	0	2.9	-10	-2	5	6	16	-7
O=C(O)c1ccc(NCc2nc3ccccc3n2Cc2ccccc2)cc1	0	9	0.0	12	9	3	12	-3	1
C[C@H]1CN([C@@H](C)CO)C(=O)CCCn2cc(nn2)CO[C@@H]1CN(C)C(=O)c1cc(-c2ccccc2)on1	1	-5	-0.2	1	0	1	-4	-1	21
COCCN(CCOC)S(=O)(=O)c1ccc(C(=O)Nc2nc(-c3ccccc3)c(C(=O)c3ccccc3)s2)cc1	1	-4	0.0	4	-8	1	4	4	-9
CCC1CCC(C(=O)NNC(=O)OC)CC1 (stereo unspecified)	-1	6	1.7	12	-2	0	-2	-3	-15
O=C(CNC(=O)c1cccc(Br)c1)N/N=C/c1cccs1	-2	-5	0.2	-7	-7	1	18	4	-8
Cc1nc2ccccc2c(=O)n1-c1ccc(NS(=O)(=O)c2ccccc2)cc1	-1	-3	1.6	-3	-6	8	1	6	3
COCC(=O)n1nc(-c2ccc(C)cc2)nc1NCc1ccc(F)cc1	0	23	0.8	2	7	1	3	8	-15
CCCc1cc(=O)[nH]c(SCC(=O)N2CCOCC2)n1	-3	-20	-0.1	7	3	-1	1	2	-10
O=C(CC1CCCC1)Nc1nc2ccccc2[nH]1	-1	-3	0.0	-3	-8	2	1	4	-2
CC(=O)N(Cc1ccco1)C1(C(=O)NC2CCCC2)CCCCC1	-1	25	1.2	20	3	1	-8	-4	-13
COc1cc(C2/C(=C(/O)c3ccccc3)C(=O)C(=O)N2c2ccccn2)ccc1O (stereo unspecified)	0	13	-0.1	8	-1	1	-4	1	-16
CCOCCCN(C(=O)CCC(=O)Nc1cc(C)on1)C(C(=O)NC(C)(C)C)c1ccccc1Cl (stereo unspecified)	-3	10	0.4	-2	5	-1	-6	-2	-17
O=C(CCN1CCN(c2ccccc2)CC1)NNC(=O)Cc1ccc(Br)cc1	-4	-14	-0.2	4	-1	2	-26	-2	10
S=C(Nc1ccc2c(c1)OCO2)Nc1ccc2c(c1)OCO2	-1	10	0.1	2	-2	1	1	6	1
Cc1ccc(N(Cc2cc3ccccc3[nH]c2=O)S(C)(=O)=O)cc1	-1	8	3.3	-2	-7	2	2	3	2
Cc1csc(NC(=O)CSc2nnc(CCNC(=O)c3cccs3)n2C)n1	0	2	0.1	5	-2	1	10	-1	12
COc1ccc(CCN=C(C)C2=C(O)C(c3ccccc3)OC2=O)cc1OC (stereo unspecified)	-4	13	4.5	-10	-10	10	-3	-11	-15
CC(C#N)Sc1ccc(S(=O)(=O)N(C)C2CCCCC2)cn1 (stereo unspecified)	-8	11	0.4	-11	-3	2	-3	8	-18
Cc1ccc(C)c(-n2c(CNc3ccc(F)cc3)nnc2SCC(N)=O)c1	2	7	0.6	3	-1	2	-1	11	-11
CCN(CC)CCCNC(=O)CSc1nc2c(c(C(F)(F)F)n1)CCc1ccccc1-2	-15	21	-0.6	-6	9	1	0	2	-15
CC(C)c1ccc2[nH]c3nc(SCC(=O)NC4CC4)nnc3c2c1	-2	-5	-0.1	-4	-2	0	0	6	-8
CCc1ccc(C(=O)COC(=O)C2CCN(c3ccc(C(F)(F)F)cn3)CC2)cc1	0	-6	-0.1	13	-1	0	-7	1	-5
CCOc1cccc(CNCCCSc2ncccn2)c1	-9	16	1.2	-6	13	1	-5	-6	-11
CC1CN(C(=O)COC(=O)c2cccc(S(=O)(=O)N3CCc4ccccc43)c2)CC(C)O1 (stereo unspecified)	1	4	3.0	0	-9	5	-6	8	-9
CCc1ccc(C2=CC(c3cc(Br)ccc3F)n3ncnc3N2)cc1 (stereo unspecified)	-2	0	0.0	19	-3	-2	-6	-11	-5
COc1ccc(NC(=O)CN2c3cccc4cccc(c34)S2(=O)=O)c(OC)c1	1	-2	1.8	2	-7	2	6	-2	-8
CCOc1ccc(OCCSc2nc(-c3ccccc3)cc(=O)[nH]2)cc1	5	12	-0.1	13	4	3	-5	-17	2

Assay outcomes from PubChem BioAssay.
